PI5P4K alpha inh: inhibitors of human PI5P4K alpha; P48426; PI5P4Kalpha enzyme, ADP-Glo luminescence, 60 min; hits give low values; max response, %; 330,000 tested, 1.2% active; active = max response of -50% or lower; inconclusive = between -30% and -50%; inactive = -30% or higher; also: value at the top dose of about 77 µM; % is scaled to controls: 0 for no effect and ±100 for the full control effect
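Controls without substrate or without enzyme flank wells where PI5P4Kalpha converts substrate using 5 microM ATP (final). Incubation lasts 60 minutes at room temperature; ADP formed is read by ADP-Glo luminescence.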
WRN inhibitor: blocks human WRN helicase; Q14191; Potency, µM (doses to about 114 µM), for the others: at the top dose activity change, negative = inhibition, actives largely listed as inhibitors; WRN helicase unwinding, fluorescent forked duplex, kinetic; 360,000 tested, 0.46% active; also: potency is read from the fitted curve at half-maximal effect; % is scaled to controls: 0 for no effect and ±100 for the full control effect; nearly all actives have a fitted effect of over 55% in size
Target sequence (Q14191 whole entry, looked up): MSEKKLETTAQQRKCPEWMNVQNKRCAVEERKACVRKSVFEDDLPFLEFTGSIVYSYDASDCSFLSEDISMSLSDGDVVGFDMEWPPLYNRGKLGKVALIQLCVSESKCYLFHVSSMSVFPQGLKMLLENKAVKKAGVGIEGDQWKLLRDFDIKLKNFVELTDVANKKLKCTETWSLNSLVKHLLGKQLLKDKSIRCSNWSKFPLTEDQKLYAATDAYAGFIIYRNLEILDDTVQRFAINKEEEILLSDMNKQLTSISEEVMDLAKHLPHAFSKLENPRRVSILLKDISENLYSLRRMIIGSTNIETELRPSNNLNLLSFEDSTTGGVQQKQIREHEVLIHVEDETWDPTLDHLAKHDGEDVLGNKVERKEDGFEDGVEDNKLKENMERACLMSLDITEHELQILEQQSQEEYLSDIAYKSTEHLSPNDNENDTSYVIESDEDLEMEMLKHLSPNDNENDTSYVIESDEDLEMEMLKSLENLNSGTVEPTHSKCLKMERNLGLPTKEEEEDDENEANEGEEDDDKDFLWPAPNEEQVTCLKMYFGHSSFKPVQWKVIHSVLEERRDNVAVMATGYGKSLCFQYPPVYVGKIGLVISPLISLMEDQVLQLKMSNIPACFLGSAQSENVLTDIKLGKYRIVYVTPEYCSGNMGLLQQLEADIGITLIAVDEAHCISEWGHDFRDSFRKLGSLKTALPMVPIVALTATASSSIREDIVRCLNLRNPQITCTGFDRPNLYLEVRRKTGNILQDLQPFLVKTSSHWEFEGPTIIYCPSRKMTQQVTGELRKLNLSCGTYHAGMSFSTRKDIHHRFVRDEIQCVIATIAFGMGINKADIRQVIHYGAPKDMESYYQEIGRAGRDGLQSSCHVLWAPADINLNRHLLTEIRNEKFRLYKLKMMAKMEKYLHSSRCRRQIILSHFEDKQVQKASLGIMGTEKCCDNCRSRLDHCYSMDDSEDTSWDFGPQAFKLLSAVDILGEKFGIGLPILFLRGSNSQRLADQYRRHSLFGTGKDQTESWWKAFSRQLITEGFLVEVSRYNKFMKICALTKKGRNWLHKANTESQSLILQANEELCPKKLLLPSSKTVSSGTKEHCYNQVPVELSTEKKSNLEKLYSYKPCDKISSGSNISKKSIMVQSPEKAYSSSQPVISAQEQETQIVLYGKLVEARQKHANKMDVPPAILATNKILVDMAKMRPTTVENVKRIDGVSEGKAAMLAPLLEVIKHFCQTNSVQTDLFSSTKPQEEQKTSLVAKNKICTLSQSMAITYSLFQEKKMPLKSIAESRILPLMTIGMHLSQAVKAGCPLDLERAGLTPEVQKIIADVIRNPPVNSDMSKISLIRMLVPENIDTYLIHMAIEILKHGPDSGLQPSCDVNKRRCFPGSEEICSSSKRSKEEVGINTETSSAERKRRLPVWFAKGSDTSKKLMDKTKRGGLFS
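Kinetic red-fluorescence monitoring (525/598 nm) tracks WRN helicase activity after 100 nM fluorophore-quencher forked duplex and 2 mM ATP are added to 20 nM enzyme pretreated 15 min at room temperature with compound.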
Abeta rescue: compounds reversing amyloid beta toxicity in yeast. 410,000 tested, 0.063% active. yeast expressing A-beta42, growth rescue, OD600, 48 h; response scale: 0% DMSO, 100% iron-clioquinol control. AID 1347071. Potency, µM (titrated, usually from 46.1 µM), without a hit: at the highest dose growth rescue, most hits filed as activators; also: potency is read from the fitted curve at half-maximal effect; nearly all actives have a fitted effect of over 55% in size
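Yeast growth medium received pinned compounds, then yeast cells expressing toxic A-beta were added; plates incubated at 30 C for 48 hr. Growth read as absorbance at 600 nm, normalized to DMSO and equimolar FeCl3 plus clioquinol controls.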
EPAC1 ag: EPAC1 (human) agonism | O95398 | EPAC1 agonist qHTS, biochemical assay; response scale: 100% = response to 6.5 mM cAMP | Potency, µM (titrated, usually from 154 µM), inactives show at the highest dose activation, actives largely listed as activators | 360,000 tested, 0.073% active | AID 720707; also: potency is read from the fitted curve at half-maximal effect; nearly all actives have a fitted effect of over 60% in size
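Normalized to 6.5 mM cAMP, activity reflects EPAC1-catalysed release of BODIPY-GDP from Rap1B, followed kinetically over 30 min at 480 nm excitation, 540 nm emission. Reaction contained 100 nM EPAC1, 250 nM Rap1B-BODIPY-GDP, 50 uM GDP.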
PLK1 PBD inh: PLK1 (human) polo-box domain binding inhibition; Plk1 PBD binding of FITC phosphopeptide, fluorescence polarization; P53350; AID 720504; 360,000 tested, 2.8% active; Potency, µM, for the others: max response, negative = inhibition, actives largely listed as inhibitors; also: potency is read from the fitted curve at half-maximal effect; series mostly up to about 57 µM; % is scaled to controls: 0 for no effect and ±100 for the full control effect; nearly all actives have a fitted effect of over 65% in size
FUS yeast rescue: rescues growth of FUS-expressing yeast; S. cerevisiae FUS-expressing, growth rescue, OD600, 24 h; Potency, µM (series often up to 76.6 µM), inactives show at the highest dose growth rescue (activation), hits mostly activators; 390,000 tested, 0.24% active;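 also: potency is read from the fitted curve at half-maximal effect; plate controls were DMSO vehicle for no effect and reference control for full effect; nearly all actives have a fitted effect of over 55% in size; some results filed as inactive show a strong effect at the top dose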
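S. cerevisiae expressing FUS from galactose induction served as the toxicity model. Growth after 24hr at 30C, read as absorbance at 600 nm, indicates suppression of toxicity; compounds dosed at several concentrations.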
IL-2 act: IL-2 activation | IL-2 activation reporter assay, cell-based qHTS; stimulated with anti-CD3/CD4/CD28 beads; in transgenic mouse T cells | activation, % (series mostly up to about 46 µM) | 360,000 tested, 0.065% active | AID 652025; in the data active = activation above about 50%; inconclusive = mostly about 30% to 49%; also: 0% is about no effect
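Unstimulated transgenic mouse T cells preincubated 60 min with compound, then stimulated with anti-CD3/anti-CD4-coated beads plus anti-CD28 for 18 h at 37 degrees C. IL-2 response read as EGFP and DsRed fluorescence by plate cytometry.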
EPAC1 antagonist: EPAC1 (human) antagonism; O95398; AID 720709; EPAC1 GEF assay, Rap1b-BODIPY-GDP exchange fluorescence; 360,000 tested, 0.14% active; Potency, µM (titrated, usually from 115 µM), inactives show top-dose activity change, negative = inhibition, hits mostly inhibitors;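 also: potency is read from the fitted curve at half-maximal effect; plate controls were vehicle for no effect and positive control for full effect; nearly all actives have a fitted effect of over 50% in size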
* = called active by the depositor; ? = inconclusive; · = no result given; & = joins results of further samples; [ ] = remark or other dose. Unless noted, calls follow the shape of the dose curve; as a rule, active = well fitted curve in the direction sought with a large enough effect; inconclusive = small, poorly fitted or top-dose-only effect, or another doubt; inactive = no such curve, though single readings can be large; an effect the other way counts as inactive or inconclusive. No enrichment for hits; any-hit rate near 4.1%.

SMILES	PI5P4K alpha inh	WRN inhibitor	Abeta rescue	EPAC1 ag	PLK1 PBD inh	FUS yeast rescue	IL-2 act	EPAC1 antagonist
Cc1ccc(C)c(CSC2=NCCN2C(=O)Cc2ccc([N+](=O)[O-])cc2)c1	-7.8	-2.6%	-16.6%	11.9%	-2.6%	8.7%	-3.0	0.5%
COc1cc2c(cc1OC)NC(=O)C2	-1.1	-4.5%	0.7%	-84.7%[inhibitor]	-2.8%	5.5%	1.5	-9.8%
Cc1ccccc1NC(=S)N(CCN(C)C)C(C)c1ccccn1 (stereo unspecified)	-1.6	-5.4%	-2.2%	-1.1%	-9.4%	·	3.2	-2.5%
CC1Cc2cc(/C(O)=C3\C(=O)C(=O)N(CCN(C)C)C3c3ccccc3F)ccc2O1 (stereo unspecified)	·	-6.4%	10.8%	-0.8%	-7.0%	16.7%	-3.6	-2.3%
NC(=O)NC(=O)COC(=O)c1ccc2c(c1)C(=O)N(Cc1ccccc1)C2=O	0.8	-1.8%	11.0%	-6.9%	-0.7%	-27.1%	1.0	1.8%
CC(=O)c1cccc(S(=O)(=O)Nc2ccc3nc(C)sc3c2)c1	-23.3	0.0%	8.8%	7.1%	-1.4%	13.2%	-0.6	-6.4%
CCOC(=O)[C@]12CCCC=C1N(CCc1ccc(OC)c(OC)c1)C(=O)[C@H](CC(=O)NCc1ccccc1)C2	-5.7	-0.4%	-6.0%	-5.4%	-0.7%	35.4%	-1.0	8.8%
Cc1ccc(S(=O)(=O)N2CCC(C(=O)N/N=C/c3ccccc3[N+](=O)[O-])CC2)cc1	4.5	-3.2%	1.5%	9.3%	-6.9%	·	-0.4	-10.0%
COC(=O)CCCC(=O)OC	-7.5	9.1%	-27.0%	-12.5%	-8.6%	-16.1%	0.1	-1.7%
NC(=O)c1cc(S(=O)(=O)Nc2ccc(OC(F)(F)F)cc2)cs1	-3.0	-4.0%	-10.1%	-3.6%	-11.3%	-0.8%	0.0	-1.5%
CN(C)c1ccc(S(=O)(=O)NCC(=O)N2CCN(c3ccccc3)CC2)cc1[N+](=O)[O-]	0.2	-13.2%	14.8%	-11.7%	-7.0%	27.3%	-0.5	-15.3%
Cc1ccc(NC(=O)CCC(=O)OCC(=O)c2ccc(-c3ccccc3)cc2)cc1	·	1.0%	3.4%	-5.5%	0.2%	26.2%	-1.0	8.3%
COC(=O)C(C)N=Cc1ccccc1 (stereo unspecified)	6.4	-4.7%	-3.0%	5.0%	-5.9%	1.5%	-2.1	-5.5%
O=C(Cc1ccc([N+](=O)[O-])cc1)Nc1nccs1	-7.0	3.9%	-6.6%	-0.2%	2.1%	-4.6%	0.3	3.5%
Cc1cccc(N(CC(=O)NCCSCc2ccccc2)S(C)(=O)=O)c1	3.9	10.1%	4.8%	-8.9%	-1.3%	-13.0%	-4.9	-12.0%
CCOC(=O)c1ccc(NC(=O)COc2ccc(-n3cnnn3)cc2)cc1	-26.4	-21.4%	7.3%	7.7%	-14.8%	?	1.8	-7.1%
O=C(COC(=O)CCSc1ccc(Cl)cc1)Nc1ccc(F)cc1	17.1	-13.9%	?	-11.7%	-24.3%	·	-0.4	-25.5%
Cc1ccccc1-c1cc2nc(NCCOc3ccccc3Cl)n(C)c(=O)c2s1	26.1	-2.9%[57.1 µM]	-1.2%	4.2%	-2.8%	?	0.1	-14.5%
CC(C)Cc1nnc(NC(=O)C2CC(=O)N(Cc3ccccc3)C2)s1 (stereo unspecified)	-0.8	8.6%	1.7%	2.5%	-19.8%	18.4%	-1.4	-11.1%
Cn1c(=O)c2c(nc(N3CCCCCC3)n2CC(=O)c2ccc(Br)cc2)n(C)c1=O	-0.9	-3.7%	3.5%	0.0%	-0.6%	-10.6%	0.2	-4.3%
COc1cccc(C(=O)NCCNC(=O)c2ccccn2)c1	1.9	8.3%	-2.9%	-1.0%	-2.8%	24.3%	0.2	-7.6%
Cc1ccc(NC(=O)CNC(=O)c2cccs2)c(O)c1	-13.3	0.6%	4.5%	12.8%	-9.3%	38.2%	-2.8	6.1%
CN(Cc1ccccc1)C(=O)c1ccc(NC(=O)Cc2ccc(NC(=O)C3CCN(C(=O)c4ccccc4)CC3)cc2)cc1	-7.9	3.2%	4.8%	-7.8%	-3.9%	?	-0.5	-1.0%
CCCn1c(=N)c(C#N)cc2c(=O)n3ccccc3nc21	-9.7	2.0%	6.3%	13.2%	2.0%	-30.9%	-0.4	14.8%
Clc1cc(Cl)cc(CSc2nnc(-c3sccc3-n3cccc3)o2)c1	0.3	1.2%	4.7%	12.1%	-4.3%	-18.3%	2.2	-12.5%
Nc1nonc1-c1nc2ccccc2n1CC(=O)N1CCN(c2ccc(F)cc2)CC1	-1.4	3.4%	-2.3%	9.2%	-6.4%	52.7%	-0.7	-13.8%
C[C@@H]1CN([C@H](C)CO)C(=O)CCCn2nncc2CO[C@@H]1CN(C)S(=O)(=O)c1cccc(F)c1	-0.7	-14.1%	-4.7%	3.6%	-3.8%	-3.5%	-1.2	7.9%
CCCC(=O)NC(=S)Nc1nc(-c2ccc(OC)cc2)cs1	-3.7	1.9%	-11.8%	-1.6%	1.5%	9.0%	-2.5	-6.4%
Cc1nc(C)c(C(=O)NNS(=O)(=O)c2ccc3ccccc3c2)s1	3.2	-11.4%[57.1 µM]	-10.8%	-3.7%	-1.1%	0.7%	-4.7	7.5%
Cc1ccc(/C=c2\sc3n(c2=O)CN(c2ccc(Br)cc2)CN=3)o1	-16.1	-9.8%	-19.9%	0.2%	?	15.0%	1.5	-12.3%
CCCn1nnc(NC(=O)c2ccc([N+](=O)[O-])cc2Cl)n1	1.5	-2.1%	-3.9%	1.8%	-9.0%	5.4%	-1.9	6.2%
CC1(C)CC(=O)C2=C(C1)Nc1ccccc1NC2c1ccccn1 (stereo unspecified)	-1.4	-11.0%	6.3%	-6.4%	-3.0%	7.2%	-0.3	-12.7%
CCCN(CC1CC1)C(=S)NC(=O)C1CC1	-9.8	-1.1%	14.7%	9.0%	-19.3%	-0.4%	1.8	-8.2%
COc1ccc(CC(=O)OCC(=O)c2ccc(F)cc2)cc1	2.5	-10.5%	21.5%	-1.8%	4.2%	4.2%	-1.1	-8.4%
Cc1ccc(C(=O)N(Cc2cccs2)C2CCS(=O)(=O)C2)cc1 (stereo unspecified)	3.3	2.5%	4.8%	-0.7%	-10.9%	-4.1%	-0.7	-25.8%
c1ccc2[nH]c(-c3ccc4c(c3)OCO4)nc2c1	-25.2	-8.8%	-63.9%[inhibitor]	2.2%	-4.2%	9.0%	-4.6	?
COC(=O)c1c(-c2cccnc2)csc1NC(=O)c1ccc2c(c1)OCO2	-15.8	?	1.4%	-10.1%	-28.8%	0.3%	0.1	-13.7%
Cc1ccc(-n2nnnc2SCC(=O)Nc2c(C)n(C)n(-c3ccccc3)c2=O)cc1	·	-6.3%	21.9%	2.2%	-0.1%&3.9%	-3.5%	1.0	2.0%
CCn1c(SC(C)C(=O)Nc2ccc3c(c2)OCCO3)nnc1C1CC1 (stereo unspecified)	2.9	0.5%	-5.4%	-5.0%	-11.5%	-2.1%	0.7	12.1%
CCN1C(=O)C2(C(C(=O)c3cc4ccccc4o3)=C(O)C(=O)N2CCCN2CCOCC2)c2ccccc21 (stereo unspecified)	-7.0	-23.4%	6.3%	-6.7%	3.1%	-8.6%	0.4	-17.8%
CC(C)Cn1c(CNC(=O)c2ccccc2)nc2ccccc21	2.1	-18.6%	-6.2%	-4.6%	-3.5%	28.6%	1.4	3.1%
CCCCOC(=O)CSC1=C(C#N)C(c2ccc3c(c2)OCO3)CC(=O)N1 (stereo unspecified)	1.5	0.3%	15.2%	-5.7%	-4.4%	-0.8%	-2.8	0.2%
c1ccc2[nH]c(SCc3ccc(-c4nnco4)cc3)nc2c1	-5.8	-2.8%	-15.2%	1.3%	-21.2%	1.2%	0.4	-20.4%
COc1ccccc1N(O)C1CC(=O)N(c2ccc(F)cc2)C1=O (stereo unspecified)	·	-18.1%	-13.0%	-3.3%	5.32µM*	50.2%	1.3	3.9%
O=C(CCCO)NNc1c2ccccc2nc2ccccc12	8.9	-2.3%	-2.0%	7.1%	-2.8%	3.3%	1.1	9.1%
Cc1cccn2c(Nc3ccccc3)c(-c3ccccn3)nc12	-8.5	-2.1%	?	5.5%	-7.1%	16.9%	-0.6	-1.8%
CCCCC(=O)N(C)c1c(CC)nc2c(OCC(=O)c3ccc(Cl)cc3Cl)cccn12	-4.8	1.8%	-6.4%	3.5%	-26.3%	31.6µM*	-0.7	-22.6%
COc1cccc(-c2nnc(N)o2)c1	-1.4	9.9%	-1.5%	7.0%	-12.6%	-23.7%	-2.9	0.5%
CCC(C)[C@@H](C(=O)N1CCNCC1)n1cc(CCCN=C(N)N)nn1 (stereo partly specified)	3.5	-2.2%	-8.9%	7.4%	-3.2%	-22.5%	0.3	-1.4%
CCCCCCC(=O)Nc1c2c(nc3ccccc13)N(C)CC2	2.9	-1.6%	9.9%	4.8%	-12.7%	11.5%	1.6	4.4%

Reformatted with values under each structure: 3 of the compounds above
The line under a structure holds: PI5P4K alpha inh	WRN inhibitor	Abeta rescue	EPAC1 ag	PLK1 PBD inh	FUS yeast rescue	IL-2 act	EPAC1 antagonist
- CCOC(=O)c1ccc(NC(=O)COc2ccc(-n3cnnn3)cc2)cc1
 : -26.4	-21.4%	7.3%	7.7%	-14.8%	?	1.8	-7.1%
- O=C(COC(=O)CCSc1ccc(Cl)cc1)Nc1ccc(F)cc1
 : 17.1	-13.9%	?	-11.7%	-24.3%	·	-0.4	-25.5%
- Cc1ccccc1-c1cc2nc(NCCOc3ccccc3Cl)n(C)c(=O)c2s1
 : 26.1	-2.9%[57.1 µM]	-1.2%	4.2%	-2.8%	?	0.1	-14.5%

(further entries)
SMILES	PI5P4K alpha inh	WRN inhibitor	Abeta rescue	EPAC1 ag	PLK1 PBD inh	FUS yeast rescue	IL-2 act	EPAC1 antagonist
COc1ccc(NC(=O)CCCc2ccccc2)c(OC)c1	-0.9	-11.7%	6.0%	-5.8%	-6.8%	-17.6%	1.2	-14.2%
C=CCC1(CC=C)CCCN1C(=O)c1ccc2oc(CCCC)nc2c1	8.7	-8.9%	-11.4%	-4.1%	3.8%	18.3%	-1.5	-15.9%
COC(=O)C(=C/C(C)=C/c1cccs1)C(=O)OC	-2.8	0.4%	-47.1%[inhibitor]	0.2%	18.9µM*	-2.5%	-4.5	-2.8%
O=C(COc1ccc(Br)cc1)N1CCN(c2ccccc2)CC1	9.0	-0.5%	2.3%	-4.2%	1.3%	-6.0%	0.6	-15.9%

From PubChem BioAssay
